Compound activity deposited in PubChem BioAssay by National Center for Advancing Translational Sciences (NCATS).
AMA1-RON2 inh = disrupts binding of P. falciparum AMA1 to RON2; actives 0.2% (n = 360,000); Potency, µM (doses to about 58.2 µM), without a hit: at the highest dose activity change, negative = inhibition, actives largely listed as inhibitors; AlphaScreen AMA1-biotinylated RON2 peptide binding; active means well fitted inhibition curve with a large enough effect; inconclusive means small, poorly fitted or top-dose-only effect; inactive means no such curve, though single readings can be large or run the other way;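 further: potency means the concentration at half of the fitted maximal effect; 0% = vehicle wells and -100% = peptide control; nearly all actives have a fitted effect of over 45% in size; some results filed as inactive show a strong effect at the top dose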
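AMA1 (3D7) with his tag at 25 nM final met compounds first, then biotinylated RON2 peptide at 25 nM; detection used donor plus acceptor beads, 10 µg/mL apiece, read by AlphaScreen after 30 min at room temperature.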
HCMV antiviral = human cytomegalovirus inhibition; HFF cells, HCMV-luciferase reporter, 72 h; stronger effect = lower value; actives 4.5% (n = 410,000); activity change, negative = inhibition, % at 57.5 µM; in the data active means activity change below about -60%; inconclusive means no clear call, values can overlap the other calls; inactive means above about -39%
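Steps: HFFs plated, 16 h 37C; compounds added; HCMV-luciferase added to MOI 1 PFU/cell; 72 h 37C; OneGlo reagent, 5 min room temperature; luminescence read, normalized to controls.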
Active calls of the source: *; [ ] = remark or other dose. Unless noted, on the % scale 0 is the no-effect control and ±100 the full control effect. These rows are one share of the data (hit frequency here may not be typical).

Screening CC1(C(=O)NS(=O)(=O)c2ccccc2Cl)CCN1C(=O)c1ccco1 (centres undefined) returned AMA1-RON2 inh 2% and HCMV antiviral 7.
Screening COc1ccc(N2C[C@H](Cc3ccccc3)[C@@H](CC(=O)Nc3ccccc3)C2=O)cc1 returned AMA1-RON2 inh 12% and HCMV antiviral inconclusive.
`Nc1cccc(Oc2ccc3c(c2)C(=O)N(CCO)C3=O)c1` gave AMA1-RON2 inh -6% and HCMV antiviral 3.
Screening Cc1cc(S(=O)(=O)NCCc2ccncc2)cc(C)c1F returned AMA1-RON2 inh -3% and HCMV antiviral -13.
Screening C[C@@H]1CN([C@@H](C)CO)S(=O)(=O)c2ccc(Br)cc2O[C@@H]1CN(C)C(=O)c1ccc(F)cc1 returned AMA1-RON2 inh 1% and HCMV antiviral 10.
For Cc1ccsc1C(=O)OCC(=O)Nc1cccc(S(=O)(=O)N2CCCCC2)c1 the results were AMA1-RON2 inh -11% and HCMV antiviral 33.
For Cc1ccc(P(=O)(c2ccc(C)cc2)[C@@H](NC(c2ccccc2)c2ccccc2)c2ccccc2)cc1 the results were AMA1-RON2 inh -15% and HCMV antiviral -24.
Cc1ccc(N2CCN(C(=O)C(=O)c3cccc(Br)c3)CC2)cc1 was read as AMA1-RON2 inh -25% and HCMV antiviral -30.
c1nc(NCC2CCCO2)c2[nH]cnc2n1 (centres undefined) was read as AMA1-RON2 inh 20% and HCMV antiviral 21.
For Cc1ccc(-c2csc(NCCc3nc4cc(Cl)c(Cl)cc4n3CCCO)n2)cc1 the results were AMA1-RON2 inh 83%[activator] and HCMV antiviral 54.
Screening CC(C)c1ccc(NC2CCCN(C(=O)CN3CCCCC3=O)C2)cc1 (centres undefined) returned AMA1-RON2 inh -9% and HCMV antiviral -11.
For COc1cccc(NC(=O)CN(C)C(=O)CNC(=O)c2ccc(C)s2)c1 the results were AMA1-RON2 inh 1% and HCMV antiviral -3.
Screening Cc1ccc(S(=O)(=O)N2CCC[C@H]2C(=O)Oc2ccccc2)cc1 returned AMA1-RON2 inh 8% and HCMV antiviral -34.
COc1ccc(F)cc1-c1cc(NC(C)=O)c2ncc(-c3cc(OC)c(OC)c(OC)c3)n2c1 was read as AMA1-RON2 inh -10% and HCMV antiviral 27.
O=C(Nc1cccc2c1CCCC2)c1cc(C2CCCCN2C(=O)CCCc2ccccc2)on1 (centres undefined) was read as AMA1-RON2 inh -12% and HCMV antiviral inconclusive.
`COc1ccc(N2CCN(C(=O)Oc3ccc([N+](=O)[O-])cc3)CC2)cc1` gave AMA1-RON2 inh inconclusive and HCMV antiviral 5.
For COC(=O)C[C@@H]1C=C[C@@H](NC(=O)NC2CCCC2)[C@@H](CO)O1 the results were AMA1-RON2 inh 2% and HCMV antiviral -32.
Screening NC(CSC1(c2ccc(Cl)cc2)c2ccccc2-c2ccccc21)C(=O)O (centres undefined) returned AMA1-RON2 inh 44%[activator] and HCMV antiviral -6.
For CCOC(=O)CCCCCC(=O)Nc1ccc2c(c1)C(=O)N([C@@H](C)CO)C[C@H](C)[C@H](CN(C)C(=O)Nc1ccc(C(F)(F)F)cc1)OCCCC[C@H](C)O2 the results were AMA1-RON2 inh -7% and HCMV antiviral -12.
Screening O=c1[nH]c2cc3ccccc3cc2nc1-c1nnnn1Cc1ccccc1 returned AMA1-RON2 inh -3% and HCMV antiviral -13.

Next part; the last 5 above are carried over.
`COc1ccc(N2CCN(C(=O)Oc3ccc([N+](=O)[O-])cc3)CC2)cc1` gave AMA1-RON2 inh inconclusive and HCMV antiviral 5.
For COC(=O)C[C@@H]1C=C[C@@H](NC(=O)NC2CCCC2)[C@@H](CO)O1 the results were AMA1-RON2 inh 2% and HCMV antiviral -32.
Screening NC(CSC1(c2ccc(Cl)cc2)c2ccccc2-c2ccccc21)C(=O)O (centres undefined) returned AMA1-RON2 inh 44%[activator] and HCMV antiviral -6.
For CCOC(=O)CCCCCC(=O)Nc1ccc2c(c1)C(=O)N([C@@H](C)CO)C[C@H](C)[C@H](CN(C)C(=O)Nc1ccc(C(F)(F)F)cc1)OCCCC[C@H](C)O2 the results were AMA1-RON2 inh -7% and HCMV antiviral -12.
Screening O=c1[nH]c2cc3ccccc3cc2nc1-c1nnnn1Cc1ccccc1 returned AMA1-RON2 inh -3% and HCMV antiviral -13.
`COC(=O)c1cccc(CN2C(=O)C(C)Sc3cc(Cl)ccc32)c1` (centres undefined) gave AMA1-RON2 inh 36%[activator] and HCMV antiviral 94.
`OC(c1ccccc1)(c1ccccc1)C1CCN(CCCOc2ccc(F)cc2)CC1` gave AMA1-RON2 inh -5% and HCMV antiviral -10.
For CCCn1cnc2c(SCc3ccccn3)nc(N)nc21 the results were AMA1-RON2 inh 19% and HCMV antiviral -8.
Screening CC(C)C[C@H]1CN(CCCC[C@@H]2CNC(=O)C(=O)N2Cc2ccccc2)C(=O)C(=O)N1CCC1CCCCC1 returned AMA1-RON2 inh -10% and HCMV antiviral -18.
Cc1ccc(C)c(N2CCN(C(C(=O)NC3CCCC3)C(C)C)CC2)c1 (centres undefined) was read as AMA1-RON2 inh 28% and HCMV antiviral 9.
`COCOc1ccc(-c2cc(=O)c3c(O)cc(OCOC)cc3o2)cc1` gave AMA1-RON2 inh 2% and HCMV antiviral 22.
CC(=O)NN=C(C)c1ccc(NC(=O)C2CC2)cc1 was read as AMA1-RON2 inh 5% and HCMV antiviral 7.
`CC(C)N1CC(C(=O)Nc2ccc(Cl)cc2Cl)CC1=O` (centres undefined) gave AMA1-RON2 inh 7% and HCMV antiviral 85.
For O=C(NCc1ccco1)c1ccc2sc([C@H]3C[C@H](O)[C@@H](CO)O3)nc2c1 the results were AMA1-RON2 inh 7% and HCMV antiviral -15.
Screening COc1ccc(-n2nnnc2C(c2cc3ccccc3o2)N2CCC(n3c(=O)[nH]c4ccccc43)CC2)cc1 (centres undefined) returned AMA1-RON2 inh -15% and HCMV antiviral -100*.
For COc1cc(-c2coc3c(C(=O)NC4CCCCC4)cccc23)ccc1O the results were AMA1-RON2 inh -19% and HCMV antiviral 1.
Screening Cc1ccccc1C(=O)N1CCC2CC1c1cc(-c3ccc(F)cc3)ccc12 (centres undefined) returned AMA1-RON2 inh -14% and HCMV antiviral 12.
Cc1nn(-c2ccc(F)cc2)c(Cl)c1/C=C(/CCC(=O)O)c1nc2ccccc2s1 was read as AMA1-RON2 inh 1% and HCMV antiviral -12.
Screening COc1ccc(NS(=O)(=O)c2cc([N+](=O)[O-])ccc2N/N=C/c2c(C)[nH]c3ccccc23)cc1 returned AMA1-RON2 inh -10% and HCMV antiviral 33.
Screening OC(c1ccccc1)c1nc(/C=C/c2ccc(C(F)(F)F)cc2)cs1 (centres undefined) returned AMA1-RON2 inh 0% and HCMV antiviral -33.
For O=C1CCCCC1(CCc1ccncc1)CCc1ccncc1 the results were AMA1-RON2 inh -2% and HCMV antiviral -26.
CCC(C)[C@H](NC(=O)[C@@H]1Cc2ccccc2CN1)C(=O)NCc1ccc(C)cc1 (some centres undefined) was read as AMA1-RON2 inh 0% and HCMV antiviral -20.
For COc1ccc2c(c1)NP(=S)(c1ccccc1)N2 (centres undefined) the results were AMA1-RON2 inh 38%[activator] and HCMV antiviral 150.
`Cc1nc2cc(-c3cccs3)[nH]n2c(=O)c1C` gave AMA1-RON2 inh 12% and HCMV antiviral 32.
O=C(c1ccc2c3c(cccc13)CC2)N1CCN(c2ncccn2)CC1 was read as AMA1-RON2 inh -3% and HCMV antiviral inconclusive.
Screening CC1(C)COC(c2cccc([N+](=O)[O-])c2)OC1 returned AMA1-RON2 inh -10% and HCMV antiviral -8.
CC(C)n1c(CNC(=O)c2ccccc2F)nnc1SCC(=O)NC1CCCCC1 was read as AMA1-RON2 inh 24% and HCMV antiviral 18.
O=C1NC[C@H](CCCCN2C[C@H](Cc3ccc(O)cc3)N(CC3CCCCC3)C(=O)C2=O)N(Cc2ccccc2)C1=O was read as AMA1-RON2 inh -7% and HCMV antiviral -75*.
`CN1CCN(c2ccc3c(c2)OC[C@H](Cc2ccccc2)NS3(=O)=O)CC1` gave AMA1-RON2 inh -5% and HCMV antiviral -3.
Screening O=C1C(Cl)=C(NCCCN2CCOCC2)C(=O)c2ccccc21 returned AMA1-RON2 inh -6% and HCMV antiviral 6.
Screening CCOC(=O)C1(C)CCCCN1C(=O)c1cccnc1 (centres undefined) returned AMA1-RON2 inh -2% and HCMV antiviral 1.
For CCCC(=O)N1CCCC1(C)C(=O)NCc1c(F)ccc(C)c1F (centres undefined) the results were AMA1-RON2 inh 9% and HCMV antiviral -6.
For Oc1ccc(Nc2ccc3ccccc3c2)cc1 the results were AMA1-RON2 inh 14µM* and HCMV antiviral -6.
`CCCCn1nnnc1C(c1ccccc1)N1CCN(c2c(Cl)cncc2Cl)CC1` (centres undefined) gave AMA1-RON2 inh -7% and HCMV antiviral -14.
Screening O=C(Nc1cccc(S(=O)(=O)C(F)(F)F)c1)[C@@H]1O[C@H](CO)[C@@H](O)[C@H]1O returned AMA1-RON2 inh -3% and HCMV antiviral inconclusive.
Screening CCC(=O)c1ccc(OCC(=O)OCc2csc(CC(=O)Nc3ccccc3C)n2)cc1 returned AMA1-RON2 inh -7% and HCMV antiviral -11.
CCC(c1nc2ccccc2[nH]1)N(CCCn1ccnc1)C(=O)c1ccc(C(F)(F)F)cc1 (centres undefined) was read as AMA1-RON2 inh 12% and HCMV antiviral 4.
CCOC(=O)C1=C(C)N(CCCC(=O)O)C(=O)NC1c1ccccc1OS(=O)(=O)c1ccccc1[N+](=O)[O-] (centres undefined) was read as AMA1-RON2 inh 4% and HCMV antiviral -6.
Cc1[nH]c(=O)sc1C(=O)NCc1ccc([N+](=O)[O-])cc1 was read as AMA1-RON2 inh -4% and HCMV antiviral 28.
O=C(NCc1ccco1)C1Cc2c(-c3cccc(F)c3)ccnc2O1 (centres undefined) was read as AMA1-RON2 inh -13% and HCMV antiviral -28.
C[C@@H](CO)NC(=O)c1nc[nH]c1C(=O)N[C@H](C)c1ccccc1 was read as AMA1-RON2 inh 4% and HCMV antiviral 1.
For COc1ccccc1N1CCN(C2CCCN(C(=O)c3ccsc3)C2)CC1 (centres undefined) the results were AMA1-RON2 inh 2% and HCMV antiviral -8.
Screening CCNC(=O)C1(C)CCCN(Cc2noc(-c3ccccc3OC)n2)C1 (centres undefined) returned AMA1-RON2 inh 9% and HCMV antiviral -2.
For CN(C(=O)c1cccc(NC(=O)Cc2ccc(NC(=O)C3CCN(C(=O)c4ccccc4)CC3)cc2)c1)C1CCC1 the results were AMA1-RON2 inh -10% and HCMV antiviral -10.
`CCOC(=O)c1c(C)[nH]c(C(=O)OC(C)C(=O)Nc2ccc(C)cc2)c1C` (centres undefined) gave AMA1-RON2 inh -2% and HCMV antiviral 21.
CN(C(=O)COC(=O)c1cccs1)c1ccccc1 was read as AMA1-RON2 inh -6% and HCMV antiviral -14.
Screening COc1ccc([C@H]2N[C@]3(CCCN(Cc4cccn4C)C3=O)[C@H]3C(=O)N(C)C(=O)[C@@H]23)cc1 returned AMA1-RON2 inh -14% and HCMV antiviral 2.
CC1(C)CC(=O)C=C(c2ccc(COC(=O)c3cc(F)cc(F)c3)cc2)C1=O was read as AMA1-RON2 inh -21% and HCMV antiviral 8.
For COc1ccc2nc(N3C(=O)C(O)=C(C(=O)c4ccco4)C3c3ccc(OC)c(OC)c3)sc2c1 (centres undefined) the results were AMA1-RON2 inh 7% and HCMV antiviral -3.
COC(=O)[C@@]12C[C@@H](CC(=O)N3CCC(c4ccccc4)CC3)C(=O)N(Cc3ccco3)C1=CCC(C)(C)C2 was read as AMA1-RON2 inh 16% and HCMV antiviral 7.
`COc1cc2c(cc1OC)C(Cc1ccccc1[N+](=O)[O-])=NCC2` gave AMA1-RON2 inh -19% and HCMV antiviral -12.
`COc1ncnc2c1ncn2CC1COC(C)(C)O1` (centres undefined) gave AMA1-RON2 inh -5% and HCMV antiviral 40.
COc1cc(Nc2ccn3nccc3n2)cc(OC)c1OC was read as AMA1-RON2 inh 2% and HCMV antiviral 128.
CN(C)C(=S)N=c1ssc(=S)n1Cc1cccnc1 was read as AMA1-RON2 inh 2% and HCMV antiviral -6.
Screening COC(=O)c1ccc(CNC(=O)COC(=O)/C=C/c2cccc(OC)c2)cc1 returned AMA1-RON2 inh 9% and HCMV antiviral 3.
CCCN(C(=O)Cc1ccc(S(=O)(=O)N2CCOCC2)s1)c1c(N)n(Cc2ccccc2)c(=O)[nH]c1=O was read as AMA1-RON2 inh 24% and HCMV antiviral -14.
For CC(=O)CSc1nc(CCc2ccccc2)c(C#N)c(=O)[nH]1 the results were AMA1-RON2 inh -5% and HCMV antiviral 19.
For COc1ccc(/C=C/c2c(-c3cccc(C)c3)oc3ccc(N4CCOCC4)cc23)cc1 the results were AMA1-RON2 inh -27% and HCMV antiviral 6.
COc1ccc2c(c1)/C(=C/c1cc(OC)c(OC)c(OC)c1)C(=O)N2 was read as AMA1-RON2 inh -27% and HCMV antiviral 31.
For CCCCn1nnnc1C1(C)CCC(=O)N1CCc1ccc(O)cc1 (centres undefined) the results were AMA1-RON2 inh 10% and HCMV antiviral 19.

Some of these compounds in order of SMILES length, lowest first.
COc1cc(Nc2ccn3nccc3n2)cc(OC)c1OC was read as AMA1-RON2 inh 2% and HCMV antiviral 128.
CC1(C)CC(=O)C=C(c2ccc(COC(=O)c3cc(F)cc(F)c3)cc2)C1=O was read as AMA1-RON2 inh -21% and HCMV antiviral 8.
For COc1ccc(/C=C/c2c(-c3cccc(C)c3)oc3ccc(N4CCOCC4)cc23)cc1 the results were AMA1-RON2 inh -27% and HCMV antiviral 6.
